# Giardia FBPA inh – blocks Giardia fructose-bisphosphate aldolase activity | 0.71% of 290,000 active | purified Giardia FBPA | A8B2U2 | Potency, µM (highest dose often 59.6 µM), for the others: at the top dose activity, negative = inhibition, usual class: inhibitors; active means well fitted inhibition curve with a large enough effect; inconclusive means small, poorly fitted or top-dose-only effect, or effect the other way; further: nearly all actives have a fitted effect of over 55% in size
# Target sequence (A8B2U2 whole entry, looked up): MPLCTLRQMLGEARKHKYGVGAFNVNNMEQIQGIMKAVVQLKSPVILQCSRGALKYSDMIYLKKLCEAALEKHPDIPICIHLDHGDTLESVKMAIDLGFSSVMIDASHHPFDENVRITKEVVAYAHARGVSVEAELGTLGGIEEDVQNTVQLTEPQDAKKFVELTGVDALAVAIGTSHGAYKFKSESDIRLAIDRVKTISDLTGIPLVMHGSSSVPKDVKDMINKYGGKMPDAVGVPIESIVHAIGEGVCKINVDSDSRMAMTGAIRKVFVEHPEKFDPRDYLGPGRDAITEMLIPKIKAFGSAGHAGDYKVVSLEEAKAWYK
#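 Giardia FBPA (40 nM reagent) was preincubated 10 min at RT with compound (up to 57.5 uM final), then substrate plus GAPDH/TPI/NAD/arsenate coupling system with diaphorase/resazurin was added; resorufin fluorescence (525/598 nm) was read after 20 min.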
# Numbers without * were called inactive; u = inconclusive; & = joins results of further samples; [ ] = another dose, or the depositor's remark. On the % scale 0 is the no-effect control and ±100 the full control effect; potency means the concentration at half of the fitted maximal effect. An excerpt. The share of hits here may be higher or lower than overall.
SMILES,Giardia FBPA inh
OCC1O[C@H](Oc2ccc(O)cc2)C(O)C(O)C1O (stereo partly drawn),-3.9%
COC(=O)c1ccc(C(NC(=O)OCc2ccccc2)/C(=C/[C@@H](C)C(=O)N(C)Cc2cccnc2)c2cccnc2)cc1 (stereo partly drawn),1.1%
Cc1ccc2oc(-c3ccccc3)cc(=O)c2c1,0.2%
COc1ccc2c(c1)C(=O)[C@@H](OC(=O)Nc1ccc(C)c(Br)c1)[C@H](c1ccc(OC)c(Br)c1)O2,-4.4%
C=C(CC1([C@@H](NP(=O)(c2ccccc2)c2ccccc2)[C@H]2C[C@@H]2CCCC)CC1)c1cccc(OC)c1,-2.5%
CCCCC(C)(O)C/C=C/[C@H]1[C@H](O)CC(=O)[C@@H]1CCCCCCC(=O)O (stereo partly drawn),-0.5%
O=C(NCCC[N+]1=CC=N[C@H]1c1ccccc1)N1CCCc2nc(-c3ccc(Br)cc3)ccc21,-3.0%[12.9 µM]
CCOC(=O)C1=CN(C(=O)OC(C)(C)C)C(CN2C(=O)COCC2=O)C1 (stereo not drawn),7.0%
CC(C)CN1CCC(=O)N(C(CSc2ccc(Br)cc2)Cc2ccccc2)CC1 (stereo not drawn),-0.2%
CC(=O)Oc1ccc2c(c1OC(C)=O)OCC1(O)Cc3c(cc(OC(C)=O)c(OC(C)=O)c3OC(C)=O)C21 (stereo not drawn),-2.2%
c1ccc(Nc2ncncc2-c2ccoc2)cc1,-14.3%
COCCn1c(=O)c(-c2ccccc2)nc2cnc(Nc3cccc(OC)c3)nc21,0.6%
CN(Cc1ccco1)c1ncncc1-c1ccc2c(c1)OCO2,-3.3%
C=C1C2CC[C@]3(CCC4[C@@]5(C)CCC[C@@]4(CN(CCO)C5)[C@@H]3C2)[C@@H]1O (stereo partly drawn),-6.4%
CCOC(=O)O[C@]1(C(=O)COC(=O)CC)CC[C@@H]2[C@@H]3CCC4=CC(=O)C=C[C@@]4(C)[C@H]3[C@H](O)C[C@]21C,0.5%[21.7 µM]
CS(=O)(=O)Nc1cccc(-c2nc(NCc3cccs3)c3ccccc3n2)c1,-10.9%
COc1ccc(-c2nc3cnc(N4CCN(C)CC4)nc3n(C3CC3)c2=O)cc1,3.2%
COc1c2ccoc2nc2c(OC)c(O[C@@H]3O[C@H](C)[C@@H](O)[C@@H](O)[C@H]3O)ccc12,-0.3%
CC(C)(Cc1c[nH]c2ccc(Cl)cc12)NCCOc1ccccc1OCC1CC1,1.3%
CCCNC(=O)OC[C@@H]1O[C@H](c2ccccc2)C=C[C@@H]1Oc1ccc(OC)cc1,-1.0%[12.9 µM]
Cc1ccccc1-c1cncnc1NCc1cccnc1,17.4%
O=C1C(Cl)=C(NCCN2CCOCC2)C(=O)c2ncccc21,11.1%&12.9%
CCOC(c1cc(OC)cc([N+](=O)[O-])c1OC)C(C)C(OC)[C@@H](C)/C=C/CC(=O)OC (stereo partly drawn),-0.9%[12.9 µM]
O=C(Oc1ccccc1)N1CCC[C@@]2(CCN(C(c3ccccc3)c3ccccc3)C2)C1,-2.1%
Cc1noc(C)c1C(=O)N1CCC2(CCCN(C(=O)Nc3cccc(F)c3)C2)CC1,-1.4%
O=C(N[C@H]1CN2CCC1CC2)c1ccc(Cl)cc1,-2.7%&6.6%
CC(=O)c1c(O)c(C)c(O)c(Cc2c(O)c3c(c(C(=O)/C=C\c4ccccc4)c2O)OC(C)(C)C=C3)c1O,-25.0%
CCN1C(C)=C(C(=O)OC)C(c2ccccc2)N2C(=O)[C@](O)(C(=O)OC)C(c3ccccc3)C(C(C)=O)=C12 (stereo partly drawn),0.5%[12.9 µM]
COc1ccc(-n2c(=O)c(-c3cc(F)cc(F)c3)nc3cnc(N4CCNCC4)nc32)cc1,-7.8%
C[C@@H]1C[C@H](C)C[C@H](C)[C@@H](O)CC(=O)O[C@H]([C@H]2CCC[C@H]2C(=O)O)C/C=C/C=C(/C#N)[C@H](O)[C@@H](C)C1,13.5%

# Arranged by length of the SMILES (descending): 12 of the compounds above
SMILES,Giardia FBPA inh
C[C@@H]1C[C@H](C)C[C@H](C)[C@@H](O)CC(=O)O[C@H]([C@H]2CCC[C@H]2C(=O)O)C/C=C/C=C(/C#N)[C@H](O)[C@@H](C)C1,13.5%
CC(=O)c1c(O)c(C)c(O)c(Cc2c(O)c3c(c(C(=O)/C=C\c4ccccc4)c2O)OC(C)(C)C=C3)c1O,-25.0%
COc1c2ccoc2nc2c(OC)c(O[C@@H]3O[C@H](C)[C@@H](O)[C@@H](O)[C@H]3O)ccc12,-0.3%
CCOC(c1cc(OC)cc([N+](=O)[O-])c1OC)C(C)C(OC)[C@@H](C)/C=C/CC(=O)OC (stereo partly drawn),-0.9%[12.9 µM]
COc1ccc(-n2c(=O)c(-c3cc(F)cc(F)c3)nc3cnc(N4CCNCC4)nc32)cc1,-7.8%
CCCNC(=O)OC[C@@H]1O[C@H](c2ccccc2)C=C[C@@H]1Oc1ccc(OC)cc1,-1.0%[12.9 µM]
O=C(Oc1ccccc1)N1CCC[C@@]2(CCN(C(c3ccccc3)c3ccccc3)C2)C1,-2.1%
Cc1noc(C)c1C(=O)N1CCC2(CCCN(C(=O)Nc3cccc(F)c3)C2)CC1,-1.4%
COc1ccc(-c2nc3cnc(N4CCN(C)CC4)nc3n(C3CC3)c2=O)cc1,3.2%
CS(=O)(=O)Nc1cccc(-c2nc(NCc3cccs3)c3ccccc3n2)c1,-10.9%
O=C(N[C@H]1CN2CCC1CC2)c1ccc(Cl)cc1,-2.7%&6.6%
Cc1ccccc1-c1cncnc1NCc1cccnc1,17.4%

# (next part)
SMILES,Giardia FBPA inh
COC(=O)C1=C(C(=O)OC)[C@@H]2N(C)c3ccccc3[C@@]23C[C@@H](C(=O)OC)N(S(=O)(=O)c2ccc(C(F)(F)F)cc2)C3=N1,-6.3%[12.9 µM]
CCC[C@H](NC(C)=O)C(=O)N[C@H]1CC(=O)ONCCCC[C@@H](C(N)=O)NC(=O)[C@H](Cc2c[nH]c3ccccc23)NC(=O)[C@H](CCCN=C(N)N)NC(=O)[C@@H](Cc2ccc3ccccc3c2)NC(=O)[C@H](Cc2cnc[nH]2)NC1=O,4.6%
CN(C)C(=O)c1ccc(-c2cncnc2N(C)Cc2ccco2)cc1,-7.9%
COc1cc(C2CC(=O)Oc3cc(C)c(Cl)cc32)cc(OC)c1OC (stereo not drawn),-14.7%[89.2 µM]
Cc1noc(C)c1-c1cc(N2CCNCC2)ncn1,-15.8%
COCCNc1nc(-c2ccccc2OC)nc2ccccc12,-4.2%
COC(=O)Nc1nc2ccc(C(=O)c3ccccc3)cc2[nH]1,-1.1%
COC(=O)C1=C(C(=O)OC)[C@@H]2N(C)c3ccc(OC)cc3[C@@]23C[C@@H](C(=O)OC)N(S(=O)(=O)c2c(C)noc2C)C3=N1,-0.6%[12.9 µM]
O=c1cnc2cnc(Oc3ccccc3)nc2n1C[C@H]1CCCO1,0.3%
O=C(O)[C@H]1NCCC[C@H]1C(=O)O,-5.2%
CC(=O)CC(=O)[C@@]1(O)CC[C@@H]2[C@@H]3C=C(C)C4=CC(=O)CC[C@@H]4[C@H]3CC[C@]21C,1.5%[21.7 µM]
C/C(Nc1ccc2oc(=O)ccc2c1)=C1/C(=O)CC2[C@@H]1C2(C)C (stereo partly drawn),u
CC(=O)OCC(=O)[C@@]1(O)CC[C@H]2[C@@H]3CCC4=CC(=O)CC[C@]4(C)[C@@H]3C(=O)C[C@@]21C,0.5%
N#C/C(=C\c1ccc(O)c(O)c1)C(N)=S,14.1µM*
C=CCN1CC[C@]23CCCCC2[C@H]1Cc1ccc(O)cc13 (stereo partly drawn),-2.4%
CC(C)CC(NC(=O)CN)C(=O)NC(Cc1ccccc1)C(=O)O (stereo not drawn),-5.9%
CNc1ccc(C(=O)CC(O)CCC(C)C2OC(=O)CC(O)CC(=O)CC(O)CC(O)CC(O)CC(O)CC3(O)CC(O)C(C(=O)OC)C(CC(O[C@@H]4OC(C)C(O)C(N)C4O)/C=C/C=C/C=C/C=C/C=C/C=C/C=C/C2C)O3)cc1 (stereo partly drawn),-7.0%
CC1CC[C@@]2(NC1)O[C@@H]1C[C@H]3C4CC=C5C[C@@H](O)CC[C@]5(C)C4CC[C@]3(C)[C@H]1[C@@H]2C (stereo partly drawn),8.6%
CO[C@H]1COC(=O)[C@H](C)COC(=O)[C@@H](Cc2ccccc2)NC(=O)C/C=C\[C@H]1C,-1.8%[12.9 µM]
O=C1c2ccccc2C(=O)c2ccccc21,3.6%
COc1ccc2[nH]cc(CCNc3nc(-c4c(C)noc4C)nc4ccccc34)c2c1,-20.1%
N#Cc1ccc(NCCNCC(=O)N2N=CCC2C#N)nc1 (stereo not drawn),-18.3%
CO[C@@H]1COC(=O)[C@H](C)NC(=O)[C@@H](C)COC(=O)[C@H](C)NC(=O)C/C=C\[C@H]1C,0.3%[12.9 µM]
NC(N)=N[C@@H](CCC(=O)O)C(=O)O,-3.4%
O=C(Oc1ccccc1)N1CCC2(CC1)CCN(c1ccccc1)CC2,0.7%
O=P1(Oc2ccccc2)CC=CC(COC(c2ccccc2)(c2ccccc2)c2ccccc2)O1 (stereo not drawn),-3.6%
CC1CN(c2c(F)c(N)c3c(=O)c(C(=O)O)cn(C4CC4)c3c2F)CC(C)N1 (stereo not drawn),-1.0%
CC(C)(C)c1ccc(S(=O)(=O)/C=C\C#N)cc1,u
COc1ncc2nc(-c3cc(F)cc(F)c3)c(=O)n(C)c2n1,11.1%
O=C(/C=C/c1ccccc1)c1ccc(O)cc1,-0.8%
CC(Oc1ccccc1)C(=O)NC1C(=O)N2C(C(=O)O)C(C)(C)S[C@@H]12 (stereo partly drawn),-2.5%
CC(=O)OC[C@]12C[C@H](OC(=O)CC(C)C)C(C)=C[C@H]1O[C@H]1[C@H](O)[C@@H](OC(C)=O)[C@@]2(C)[C@]12CO2,2.5%
C/C(CCN1CCCCc2nc(C)c(C)cc21)=N\O[C@@H](C)CN1CCCc2nc(C)c(C)cc21,-0.7%[12.9 µM]
CN(N=O)C(=O)N[C@H]1C(O)OC(CO)[C@@H](O)[C@H]1O (stereo partly drawn),0.0%
COc1ccc2[nH]cc(CCNc3ncncc3-c3ccccc3C)c2c1,-6.1%
O=C(O)c1cc(C(=O)O)c(C(=O)N(Cc2cccc(Oc3ccccc3)c2)[C@H]2CCCc3ccccc32)cc1C(=O)O,u
CS(=O)(=O)c1ccc(-c2cc(Br)sc2-c2ccc(F)cc2)cc1,1.0%
COc1cc2c(cc1OC)C1(O)C(=O)c3ccc(O)c(C(=O)O)c3OC1CO2 (stereo not drawn),-1.2%
COc1ccc2c(c1)C(=O)[C@@H](OC(=O)NCCc1ccc(OC)c(OC)c1)[C@H](c1ccc(OC)c(Br)c1)O2,0.8%
C=CCNC(=O)N1CCc2nc(COc3ccccc3)c3c(c2C1)CO[C@@H](C)C3,1.1%[12.9 µM]
CN1CCN(c2ncc3nc(-c4cccc(C#N)c4)c(=O)n(C)c3n2)CC1,-6.0%
CC(C)[C@@H](OCc1ccccc1)[C@H](C)/C=N\O[C@@H](C)c1cn([C@H](CO)Cc2ccccc2)nn1,0.3%&0.8%[12.9 µM]
CCc1c2c(nc3ccccc13)OC(C)C2 (stereo not drawn),1.3%
CC(=O)NCCCC[C@H](NC(=O)OC(C)(C)C)C(=O)Nc1ccc2c(C(F)(F)F)cc(=O)oc2c1,-0.1%
O=C(O)CC/C=C\C[C@@H]1CO[C@H](c2ccccc2Cl)O[C@@H]1c1ccccc1O,18.7%
COc1cccc(Nc2ncc3nc(-c4ccccc4)c(=O)n(C)c3n2)c1,-3.5%
COc1ncc2nc(-c3cn(C)c4ccccc34)c(=O)n(CCC#N)c2n1,-18.7%
O=C(Cc1ccc(Cl)c(Cl)c1)OCCN1CCCC1,1.8%
O[C@@H]1CCN2Cc3ccccc3N=C12,-19.2%
N#Cc1ccccc1-c1ccc2ncnc(N3CCNCC3)c2c1,0.7%
COc1ccc(-n2c(=O)cnc3cnc(N4CCOCC4)nc32)cc1,5.3%
O=C(/C=C/c1ccc(OCc2ccccc2)cc1)c1cccs1,10.0%
C=CCN1C(=CCO)[C@H]2C[C@H]3[C@@H]1CC[C@@]31c3ccccc3N3C=C4[C@@H]5N(/C=C/2[C@H]31)c1ccccc1[C@]51CC[C@H]2[C@H]1C[C@@H]4/C(=C/CO)N2CC=C,-6.2%[21.7 µM]
CCCCC/C=C\C/C=C\CC1OC1C/C=C\CCCC(=O)O (stereo not drawn),4.7%
O=C(c1csnn1)N1CCC[C@@]2(CCN(c3ccncc3)C2)C1,-10.9%
O=C(Nc1cccc(C(=O)Nc2cc(C(=O)Nc3ccc([S+](=O)([O-])[O-])c4cc([S+](=O)([O-])[O-])cc(SOOO)c34)ccc2F)c1)Nc1cccc(C(=O)Nc2cc(C(=O)Nc3ccc([S+](=O)([O-])[O-])c4cc([S+](=O)([O-])[O-])cc([S+](=O)([O-])[O-])c34)ccc2F)c1,-14.3%
COc1ccc(C(=O)N2CCC3(CC2)CCN(c2ncccn2)CC3)cc1,1.1%
Cn1c(=O)[nH]c(=O)c2[nH]cnc21,u
CCOC(=O)CN(Cc1cc(OC)cc(N(C)C)c1OC)C(=O)C1CC(CO[Si](C)(C)C(C)(C)C)=CN1C(=O)OC(C)(C)C (stereo not drawn),-12.3%
c1ccc(C(c2ccccc2)N2CCC3(CCNCC3)CC2)cc1,-0.2%

# Other entries follow.
SMILES,Giardia FBPA inh
COC(c1ccccc1)C(C)C(OC)C(C)C(OC)C(C)C(C)=O (stereo not drawn),0.1%[12.9 µM]
CC1=C2[C@@H]3OC(=O)[C@@H](C)[C@@H]3CC[C@]2(C)C=CC1=O,-3.6%[21.7 µM]
O=c1cc(-c2ccc(O)c(O)c2)oc2ccccc12,u
COc1cccc(Nc2ncc3ncc(=O)n(CCC#N)c3n2)c1,2.7%
C=C(C(C)=O)C(O)c1ccccc1 (stereo not drawn),1.2%
O=C(c1ccncc1)N1CCC2(CCCN(c3ccccc3)C2)CC1,-7.0%
C[C@H](Cc1nc2c(cnn2-c2ccccc2Cl)c(=O)[nH]1)C(F)(F)F,0.3%
OCc1cc([C@@H](O)CNCCCCCCOCCCCc2ccccc2)ccc1O,-0.6%
